Source: PubChem BioAssay
Texas Red fluor – qHTS Assay for Spectroscopic Profiling in Texas Red Spectral Region; Compound fluorescence, Texas Red channel, 547/618 nm; active compounds read high; max dye-equivalent concentration, M; actives 0.06% (n = 59,000); AID 587, 2007; in the data active = max dye-equivalent concentration above about 10 nM; inconclusive = between about 1.1 nM and that limit
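Fluorescence at ex 547/em 618 nm, normalized against an on-plate Texas Red standard series to give dye-equivalent concentration per compound concentration. Buffer 100 mM Tris, pH 8.0; 15 min RT incubation before CCD imaging.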
HBB splicing – qHTS Assay for Modulators of Hemoglobin Beta Chain Splicing; AID 925, 2007; HBB splicing reporter cell assay, activation; EGFP reporter with mutant IVS2-654 intron; response scale: normalised to 500 nM splice-correcting PNA; Potency, µM (highest dose often 46.1 µM), inactives show top-dose activation, most hits filed as activators; actives 0.06% (n = 65,000); also: potency is read from the fitted curve at half-maximal effect; 0% is about no effect
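HeLa cells stably expressing EGFP interrupted by mutant beta-globin intron 2 (IVS2-654), 500/well in 2% FCS. Treated with compound for 2 days at 37C. Splicing correction scored as total well GFP intensity (488 nm excitation, 500-520 nm emission); 500 nM antisense PNA served as control.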
Fluorescein fluor – qHTS Assay for Spectroscopic Profiling in Fluorescein Spectral Region | max fluorescein-equivalent concentration, M | Compound autofluorescence, 480/540 nm, fluorescein-equivalent; active compounds read high | actives 0.91% (n = 59,000) | AID 593, 2007; in the data active = max fluorescein-equivalent concentration above about 10 nM; inconclusive = between about 1.1 nM and that limit
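Spectral profiling of library compounds in the fluorescein window (480 nm excitation, 540 nm emission) after 15 min at room temperature in pH 8.0 Tris (100 mM). Values are dye-equivalent concentrations.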
4MU fluor – qHTS Assay for Spectroscopic Profiling in 4-MU Spectral Region; compound autofluorescence, 340/450 nm, 4-MU equivalents; active compounds read high; max dye-equivalent concentration, M; actives 11% (n = 59,000); AID 589, 2007; in the data active = max dye-equivalent concentration above about 10 nM; inconclusive = mostly about 1.1 nM to 9.6 nM
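Compounds in 100 mM Tris, pH 8.0, sat 15 min at room temperature before fluorescence was read at 340 nm excitation/450 nm emission; a per-plate six-point 4-MU standard curve converted signals to dye-equivalent concentration at each compound concentration.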
GFP derepression – qHTS Assay for Epigenetic Modulators | mouse C127i GFP locus derepression, cytometry, 30 h | Potency, µM (series often up to 46.1 µM), for inactives: at the top dose GFP derepression (activation) | actives 0.09% (n = 68,000); also: % of control where 0% means no effect
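Murine C127i mammary cells carrying a silenced, stably integrated CMV-driven GFP reporter were treated with compound for 30 hours at 37 C. After PBS washes, GFP-positive cells were counted by laser-scanning microplate cytometry.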
Pol III holo inh – qHTS Assay for Inhibitors of DNA Polymerase III Holoenzyme System. reconstituted DNA polymerase III holoenzyme replication, biochemical. Potency, µM (series often up to 57.1 µM), inactives show at the highest dose activity change, negative = inhibition. actives 0.25% (n = 71,000); also: potency is read from the fitted curve at half-maximal effect; % is scaled to controls: 0 for no effect and ±100 for the full control effect
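Reconstituted *E. coli* holoenzyme (0.35 nM Pol III, 1 nM beta, 154 nM SSB, 2 nM primase) was preincubated with compound for 15 min at RT. Synthesis on 1.4 nM ssM13Gori ran 35 min, then was stopped with PicoGreen/EDTA and read as dsDNA fluorescence.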
Hsp90 Hop PPI – qHTS Assay for Disrupters of an Hsp90 Co-Chaperone Interaction | Hsp90 C-terminal peptide / TPR2A (Hop) interaction, human | AlphaScreen TPR2A-His6 binding biotin-Hsp90 C-terminal peptide | Potency, µM (highest dose often 57 µM), for the others: at the highest dose activity change, negative = inhibition | actives 0.44% (n = 71,000); active = well fitted curve in either direction with a large enough effect; inconclusive = small, poorly fitted or top-dose-only effect, or another doubt; also: potency is read from the fitted curve at half-maximal effect; % is scaled to controls: 0 for no effect and ±100 for the full control effect; many of its hits are not listed in these tables
ALOX15 inhib – qHTS Assay for Inhibitors of 15-hLO (15-human lipoxygenase) | actives 1.4% (n = 74,000) | Polyunsaturated fatty acid lipoxygenase ALOX15 (Homo sapiens), P16050 | AID 887, 2007 | purified 15hLO-1, xylenol orange hydroperoxide absorbance | Potency, µM (highest dose often 57.1 µM), inactives show top-dose activity change, negative = inhibition, hits mostly inhibitors; also: potency is read from the fitted curve at half-maximal effect; % is scaled to controls: 0 for no effect and ±100 for the full control effect; nearly all actives have a fitted effect of over 55% in size
Target sequence (P16050 whole entry, looked up): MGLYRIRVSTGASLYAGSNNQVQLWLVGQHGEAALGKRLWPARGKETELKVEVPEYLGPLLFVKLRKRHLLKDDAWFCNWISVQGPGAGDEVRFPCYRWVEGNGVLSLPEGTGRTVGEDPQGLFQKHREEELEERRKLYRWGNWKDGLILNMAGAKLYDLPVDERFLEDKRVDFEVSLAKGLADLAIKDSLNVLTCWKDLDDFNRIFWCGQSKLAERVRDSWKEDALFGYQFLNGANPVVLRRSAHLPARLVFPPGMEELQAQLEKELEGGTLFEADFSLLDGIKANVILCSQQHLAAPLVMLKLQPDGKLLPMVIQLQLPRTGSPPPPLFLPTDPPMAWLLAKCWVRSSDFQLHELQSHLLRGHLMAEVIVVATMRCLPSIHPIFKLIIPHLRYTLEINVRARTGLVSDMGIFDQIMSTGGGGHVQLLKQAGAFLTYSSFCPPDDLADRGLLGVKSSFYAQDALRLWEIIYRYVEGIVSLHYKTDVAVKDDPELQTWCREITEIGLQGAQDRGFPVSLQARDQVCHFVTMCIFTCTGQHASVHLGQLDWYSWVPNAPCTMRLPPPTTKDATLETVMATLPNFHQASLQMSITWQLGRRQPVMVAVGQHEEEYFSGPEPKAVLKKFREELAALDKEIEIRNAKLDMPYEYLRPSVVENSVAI
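Inhibition is scored from a chromogenic endpoint. After 15 min enzyme-compound contact, arachidonic acid (50 uM final) reacts 6 min with 40 nM 15hLO-1 at room temperature, then Fe-XO reagent is added for 30 min and absorbance ratio recorded.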
Ub-GFP proteasome – Ubiquitin-GFP Assay; Potency, µM (top dose mostly 45.9 µM), for the others: at the highest dose activation (GFP accumulation), actives largely listed as activators; 67,000 tested, under 10 active; Ubiquitin-GFP reporter cells, proteasome inhibition, GFP fluorescence; response scale: untreated = 0%, 10 µM MG-132 = 100%; active = well fitted activation curve with a large enough effect, not every such curve was filed as active; inconclusive = small, poorly fitted or top-dose-only effect, or another doubt; inactive = no such curve, though single readings can be large or run the other way; also: potency is read from the fitted curve at half-maximal effect
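Proteasome blockade was scored as a rise in GFP-expressing U2OS cells carrying a ubiquitin(G76V)-GFP construct, imaged after 4 hr compound treatment at 37 °C across a 46 uM–2.9 nM series.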
HADH2 inh – qHTS Assay for Inhibitors of HADH2 (Hydroxyacyl-Coenzyme A Dehydrogenase, Type II); recombinant HADH2, NADH fluorescence, beta-hydroxybutyryl-CoA; Potency, µM (doses to about 57.1 µM), for inactives: at the top dose activity change, negative = inhibition, actives largely listed as inhibitors; actives 3.4% (n = 73,000); AID 886, 2007; also: potency is read from the fitted curve at half-maximal effect; % is scaled to controls: 0 for no effect and ±100 for the full control effect; nearly all actives have a fitted effect of over 60% in size; many of its hits are not listed in these tables
Target sequence (Q99714 whole entry, looked up, one chain of several): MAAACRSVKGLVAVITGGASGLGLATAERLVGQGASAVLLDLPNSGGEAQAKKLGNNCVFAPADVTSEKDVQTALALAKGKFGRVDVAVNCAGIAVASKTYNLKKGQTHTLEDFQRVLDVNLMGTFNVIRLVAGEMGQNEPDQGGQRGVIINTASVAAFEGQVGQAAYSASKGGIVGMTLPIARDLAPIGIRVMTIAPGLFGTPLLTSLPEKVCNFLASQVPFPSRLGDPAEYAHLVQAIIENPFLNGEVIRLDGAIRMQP
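Activity measured as NADH fluorescence gain (360/450 nm), taken as the change between first and last reads of a 4-min kinetic run. Conditions: pH 9.0 Tris buffer, 20 nM E. coli-expressed His-tagged enzyme, 1 mM NAD+, 90 uM beta-hydroxybutyryl-CoA; 15-min compound preincubation.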
Rhodamine fluor – qHTS Assay for Spectroscopic Profiling in Rhodamine Spectral Region; Rhodamine-region fluorescence, 547/598 nm, Tris buffer; active compounds read high; max dye-equivalent concentration, M; actives 0.05% (n = 59,000); in the data active = max dye-equivalent concentration above about 11 nM; inconclusive = between about 1.1 nM and that limit
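qHTS spectral profiling of compounds without any target or enzyme present, in pH 8.0 Tris buffer; plates were read after a 15-minute room-temperature incubation using the rhodamine-region filter set.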
The depositor's hits bear a star; i = inactive; ? = inconclusive; / = not tested or not shown; [ ] = dose if it differs, or a comment. Unless noted, calls follow the shape of the dose curve; as a rule, active = well fitted curve in the direction sought with a large enough effect; inconclusive = small, poorly fitted or top-dose-only effect, or another doubt; inactive = no such curve, though single readings can be large; an effect the other way counts as inactive or inconclusive. An excerpt. The share of hits here may be higher or lower than overall.

A first look:
SMILES	Texas Red fluor	HBB splicing	Fluorescein fluor	4MU fluor	GFP derepression	Pol III holo inh	Hsp90 Hop PPI	ALOX15 inhib	Ub-GFP proteasome	HADH2 inh	Rhodamine fluor
COC(=O)c1ccc2c(c1)NC(=O)C(N1CCOCC1)S2 (stereo unspecified)	i	-0.8%[57.5 µM]	?	?	2%	-4%	-2%	?	-4%	0%	i
Clc1ccccc1NN(Cc1ccncc1)c1ccccc1Cl	i	2.0%[9.22 µM]	i	7.4e-08M*	0%[9.22 µM]	-9%[11.4 µM]	-1%[11 µM]	-2%[11.4 µM]	2%[9.17 µM]	17%[11.4 µM]	i
O=S1(=O)C=CC(N2CCOCC2)C1 (stereo unspecified)	/	1.4%	/	/	0%	-2%	-2%	5%	17%	-2%	/

Main list, repeating the preview:
SMILES	Texas Red fluor	HBB splicing	Fluorescein fluor	4MU fluor	GFP derepression	Pol III holo inh	Hsp90 Hop PPI	ALOX15 inhib	Ub-GFP proteasome	HADH2 inh	Rhodamine fluor
COC(=O)c1ccc2c(c1)NC(=O)C(N1CCOCC1)S2 (stereo unspecified)	i	-0.8%[57.5 µM]	?	?	2%	-4%	-2%	?	-4%	0%	i
Clc1ccccc1NN(Cc1ccncc1)c1ccccc1Cl	i	2.0%[9.22 µM]	i	7.4e-08M*	0%[9.22 µM]	-9%[11.4 µM]	-1%[11 µM]	-2%[11.4 µM]	2%[9.17 µM]	17%[11.4 µM]	i
O=S1(=O)C=CC(N2CCOCC2)C1 (stereo unspecified)	/	1.4%	/	/	0%	-2%	-2%	5%	17%	-2%	/
CCN(CC)CCN1C(=O)C(O)=C(C(=O)c2ccc(C)o2)C1c1ccccn1 (stereo unspecified)	i	0.5%	?	i	0%	-7%	-4%	0%	16%	1%	i
Cn1c(=O)[nH]c(=O)c2c1nc(N1CCCCCC1)n2CCSc1nc2ccccc2o1	/	0.7%	/	/	/	-10%	-1%	14%	0%	6%	/
CCCCNC(=O)C1CCCN(S(=O)(=O)c2ccc(-n3cnnn3)cc2)C1 (stereo unspecified)	i	-8.0%	?	i	2%	-5%	-5%	-21%	1%	4%	i
Cc1cc(NC(=O)c2noc3c2CCCC3)nn1Cc1ccc(Cl)cc1	?	-0.5%	i	i	0%	-3%	-1%	-21%	-1%	-8%	i
CCN(CC)c1ccc(NC(=O)CN2C(=O)CSc3ncccc32)c(C)c1	/	-0.9%	/	/	10%	2%	-2%	-13%	18%	3%	/
CN(C(=O)c1ccncc1)c1nnc(-c2ccncc2)s1	i	/	i	?	0%	-2%	1%	4%	0%	i	i
CC(NS(=O)(=O)c1ccccc1)C(=O)Nc1ccc(S(N)(=O)=O)cc1 (stereo unspecified)	i	0.0%	i	i	-2%	-3%	-3%	-7%	8%	?	i
CN(C)c1ccc(C(=O)OCC(=O)c2cccs2)cc1	i	/	i	i	-1%	1%	1%	-2%	-2%	-13%	i
COc1ccc(S(=O)(=O)N2CCN(S(=O)(=O)c3ccc4c(c3)OCCO4)CC2)cc1	i	-0.1%[57.5 µM]	i	i	1%	-4%	1%	-18%	-3%	17%	i
CN1CCN(c2nc(-c3cccc(C#N)c3)nc3ccccc23)CC1	i	-0.1%	i	i	-1%[9.22 µM]	-3%	-11%	-7%	-10%	1%	i
CC1(C)CN=C(N2CCN(C3=NCC(C)(C)S3)CC2)S1	i	-0.1%[57.5 µM]	?	i	-1%	-3%	-1%	8%	4%	25%	i
Cn1c(Cl)cnc1C(O)c1ccccc1 (stereo unspecified)	?	/	i	?	-4%	-6%	-6%	0%	-2%	0%	i
Cc1nnc(SCC(=O)Nc2ncc(Cc3ccc(F)cc3)s2)n1N	i	-0.7%	i	i	0%	-1%	-5%	9%	0%	21%	i
CCC1Oc2ccc(C)cc2N(CC(=O)NCCN2C(C)CCCC2C)C1=O (stereo unspecified)	i	-2.5%[57.5 µM]	?	i	0%	-15%	-1%	-3%	0%	4%	i
Cc1ccc(OCC(O)Cn2c(N3CCOCC3)nc3c2c(=O)[nH]c(=O)n3C)cc1 (stereo unspecified)	i	0.9%	i	?	2%	-2%	-3%	6%	5%	8%	i
Cc1cc2ccccc2cc1CN1CCOCC1	/	-0.6%[9.22 µM]	/	/	0%	-5%	4%	-13%	-4%	9%	/
CC1(C)CC(=O)C2=C(C1)N(CCN1CCOCC1)C1=C(C(=O)CC(C)(C)C1)C2c1cccc(Cl)c1	i	0.1%	?	1.7e-06M*	-4%	1%	9%	-9%	?	20µM*	i
O=S(=O)(c1ccccc1)N1CCC2(CCCN(C(c3ccccc3)c3ccccc3)C2)CC1	i	3.3%	?	i	0%[9.22 µM]	0%	-3%	-7%	-12%	-5%	i
Cc1cc(C)nc(N(C#N)CC(=O)Nc2ccccc2)n1	i	/	i	i	-2%	-6%	1%	7%	-3%	13%	i
Cc1coc(C)c1C(=O)CC1(O)C(=O)N(Cc2ccccc2)c2ccccc21 (stereo unspecified)	i	-1.1%	?	i	-2%	0%	-8%	0%	-2%	-1%	i
Cc1ccc2c(c1)N(Cc1ccc3c(c1)OCO3)C(=O)C(C)O2 (stereo unspecified)	i	/	i	i	0%	0%	13%	-14%	-2%	-19%	i
C=CC(=O)CC	/	-0.1%	/	/	/	5%	-6%	-3%	/	-2%	/
CNc1cc(OC)c(C(=O)N[C@@H]2CCN(Cc3ccccc3)[C@H]2C)cc1Cl	/	/	/	/	0%	-9%	-3%	-1%[25.6 µM]	0%	-13%	/
CCN(CC)CCCCn1c(-c2ccccc2)nc2c(NC3CCCCC3)nc(C)nc21	/	-0.7%	/	/	/	-7%	-5%	6%	12%	?	/
Cc1nc2ccc(N)cc2s1	/	-0.3%	/	/	/	-1%	-2%	13%	10%	-9%	/
CCCC(=O)N1CCc2[nH]c3ccccc3c2C1	i	/	?	?	4%[20.6 µM]	/	/	/	/	/	i
Clc1ccc(C2CC(c3ccccc3)Nc3ncnn32)cc1 (stereo unspecified)	/	-0.2%	/	/	/	-5%	-3%[2.3 µM]	32%[activator]	0%	-13%	/
Cc1c(C(=O)Nc2cnccn2)oc2ccccc12	i	0.5%	i	i	10%	-4%	0%	-27%	4%	0%	i
CS(=O)(=O)N1CCC(C(=O)Nc2ccc(Cl)c(C(F)(F)F)c2)CC1	i	0.9%	?	i	30%	-5%	0%	-13%	-2%	9%	i
N#Cc1c(NCc2ccccc2)ccnc1NCc1cccnc1	i	4.1%[0.369 µM]	?	i	0%	-2%	-3%	11%	/	4%	i
Cc1cccc(OCC(=O)Nc2ccc3c(c2)OCCO3)c1	i	-0.2%	?	i	-3%	-7%	1%	-2%	0%	5%	i
Cn1c(=O)oc2cc(S(=O)(=O)N3CCCC(C(=O)Nc4ccc5c(c4)OCCO5)C3)ccc21 (stereo unspecified)	/	-0.1%	/	/	/	-6%	-5%[2.3 µM]	10%	-10%	?	/
CCOC(=O)c1ccc2[nH]c3c(c2c1)CCCCC3=O	i	/	?	?	1%	-6%	-4%	?	-8%	15%	i
CCOC(=O)N1CCN(C(=O)c2cnsn2)CC1	i	-1.1%	i	i	-5%	-2%	-2%	-11%	-4%	-6%	i
CN(C)CCNc1nc2c(c(=O)[nH]c(=O)n2C)n1CC(O)COc1ccc(Cl)cc1 (stereo unspecified)	i	2.6%[0.369 µM]	?	i	-2%	-3%	-2%	-3%	/	14%	i
CC(=O)C(C(C)=O)c1c(Cl)c(O)c(O)c2c(C(=O)c3ccccc3)coc12	i	-2.5%[57.5 µM]	?	i	9%	-6%	-27%	2.5µM*	-1%	0.79µM*	i
CC(O)c1nc2ccccc2n1Cc1nnc(-c2ccc(Cl)cc2)o1 (stereo unspecified)	i	0.2%[57.5 µM]	i	i	4%	1%	0%	1%	-2%	9%	i
CCCC1CC(=O)OC1(C)C(=O)CSc1n[nH]c(-c2ccccc2)n1 (stereo unspecified)	?	/	i	i	3%[20.6 µM]	/	/	/	/	/	i
O=C(O)CNC(=O)CC12CC3CC(CC(C3)C1)C2	i	7.9%	i	i	0%	0%	-3%	10%	-2%	2%	i
